# HepG2 tox = HepG2 cytotoxicity, counter-screen for TGF-b inhibitors | Potency, µM (highest dose often 46.1 µM), for inactives: at the top dose activity change, negative = cytotoxicity, actives largely listed as cytotoxic | 410,000 tested, 0.76% active | HepG2 CAGA-GFP viability, ATP luminescence, 18 h; note: potency is the fitted concentration of half-maximal effect; some results filed as inactive show a strong effect at the top dose
#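 HepG2 CAGA-GFP cells (1000/well, DMEM with 1% FBS) received compound, then TGF-beta at 500 pg/mL final, and were incubated 18 hours at 37 degrees C. Viability was read by CellTiter-Glo luminescence. Media-only wells were set as complete cell-killing and DMSO as no toxicity.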
# HT1080 IDH1KD tx = HT-1080 IDH1 knockdown cell toxicity (counter line); HT-1080 IDH1 knockdown viability, ATP luminescence, 48 h; Potency, µM (highest dose often 46.1 µM), inactives show at the top dose activity, negative = toxicity, most hits filed as cytotoxic; 360,000 tested, 2% active; AID 686971;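 note: potency is the fitted concentration of half-maximal effect; 0% = DMSO wells and -100% = cell-free medium wells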
#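 HT-1080-IDH1KD cells (IDH1 knocked down), 750/well in RPMI with 5% FBS, treated with compound 48 h at 37 degrees C. Viability by CellTiter-Glo luminescence, normalised to DMSO and no-cell wells; concentration-response curves classed.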
# KB-3-1 tox = kills parental KB-3-1 adenocarcinoma cells. KB-3-1 viability, CellTiter-Glo ATP luminescence, 72 h. Potency, µM (highest dose often 46.1 µM), without a hit: top-dose activity change, negative = cytotoxic, hits mostly cytotoxic. 400,000 tested, 1.4% active; note: potency is the fitted concentration of half-maximal effect; % is set by controls: 0 for no effect and ±100 for the full control effect; nearly all actives have a fitted effect of over 60% in size
#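 Cytotoxicity in the drug-sensitive parental line KB-3-1 was scored as loss of CellTiter-Glo luminescence following 72 h incubation with compound. Values come from curve fitting of normalized concentration-response data.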
# S2 tox = cell viability loss in ATXN counter-screen. S2 cells (HEK-293 line with an ATXN2-luciferase reporter) viability, CellTiter-Fluor protease fluorescence, 24 h. Potency, µM (titrated, usually from 56.7 µM), actives largely listed as cytotoxic. 400,000 tested, 0.49% active. AID 651635; note: potency is the fitted concentration of half-maximal effect; nearly all actives have a fitted effect of over 40% in size
# MCF10A rerep = DNA re-replication induction in MCF 10a cells; MCF 10A DNA re-replication, Hoechst nuclear intensity, 48 h; Potency, µM (highest dose often 46.1 µM), for inactives: top-dose activity, positive = re-replication, usual class: activators; 350,000 tested, 2.9% active; AID 624296; note: potency is the fitted concentration of half-maximal effect; % of control where 0% means no effect; nearly all actives have a fitted effect of over 50% in size
# IL1B secr inh = blocks inflammasome-driven IL-1 beta release; THP-1 LPS/ATP IL-1B secretion, AlphaLISA, 16 h; hits give low values; 360,000 tested, 4.7% active; activity change, % at 57.5 µM; in the data active = activity change below about -50%; inconclusive = mostly about -30% to -49%; note: % is set by controls: 0 for no effect and ±100 for the full control effect
#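 THP-1 cells pretreated 1 hr with compounds (up to 57.5 uM final), then stimulated with LPS (250 ng/mL final) plus ATP (1.25 mM final); secreted IL-1B measured by AlphaLISA after 16 hr, decreased signal indicating inhibition.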
# ATXN2 expr inh = reduces ATXN2 reporter expression in HEK-293 cells. HEK-293 ATXN2-luciferase reporter, luminescence, 24 h. Potency, µM (highest dose often 57 µM), without a hit: at the top dose activity change, negative = inhibition, most hits filed as inhibitors. 360,000 tested, 0.72% active; note: potency is the fitted concentration of half-maximal effect; % is set by controls: 0 for no effect and ±100 for the full control effect; nearly all actives have a fitted effect of over 55% in size
#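 qHTS (up to 57 uM final) was run with 24 h compound exposure of reporter cells at 37 °C. Each well was multiplexed: SteadyGlo luminescence measured ATXN2-luciferase expression after a fluorogenic Gly-Phe-AFC viability readout (25 uM final).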
# HT1080-NT tox = kills 2HG-producing HT-1080-NT fibrosarcoma cells; 360,000 tested, 1.6% active; Potency, µM (doses to about 46.1 µM), without a hit: at the top dose activity, negative = less viability, actives largely listed as cytotoxic; HT-1080-NT fibrosarcoma viability, CellTiter-Glo ATP luminescence, 48 h;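 note: NT is the 2HG producing partner of a matched IDH1 knockdown line; potency is the fitted concentration of half-maximal effect; 0% = DMSO-treated cells and -100% = media-only wells without cells; nearly all actives have a fitted effect of over 55% in size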
#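 Viability of the 2HG-overproducing fibrosarcoma line after 48 hours of compound exposure at 37 degrees C was determined by luminescence with CellTiter-Glo, and concentration-effect curves were then fitted and categorized.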
# SW480 rereplic = inducers of DNA re-replication in SW480 colon cancer cells. SW480 DNA re-replication, Hoechst DNA content imaging, 48 h. Potency, µM (highest dose often 46.1 µM), for inactives: at the highest dose re-replication activation, most hits filed as activators. 340,000 tested, 1.8% active. AID 624297; note: potency is the fitted concentration of half-maximal effect; % of control where 0% means no effect; nearly all actives have a fitted effect of over 55% in size
#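 Image-based read-out: total Hoechst fluorescence of nuclei (405 nm excitation, 500-530 nm emission), with hits raising the fraction of high-intensity nuclei. SW480 colon cells incubated 48 hr with compounds at 37 C.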
# The depositor's hits bear a star; i = inactive; ? = inconclusive; nt = no result given; [ ] = dose if it differs, or a comment. Unless noted, calls come from the whole dose curve; as a rule, active = well fitted curve in the direction sought with a large enough effect; inconclusive = small, poorly fitted or top-dose-only effect, or another doubt; inactive = no such curve, though single readings can be large; an effect the other way counts as inactive or inconclusive.
nr	Structure	KB-3-1 tox	HepG2 tox	HT1080 IDH1KD tx	HT1080-NT tox	IL1B secr inh	ATXN2 expr inh	MCF10A rerep	SW480 rereplic	S2 tox
1	Cc1noc(C)c1C(=O)Nc1nc(-c2cc(F)ccc2F)cs1	3%	-16%	-20%	-1%	41	42%[activator]	?	-34%[inhibitor]	i
2	CCC(C(=O)OCC(=O)NC(=O)NC(C)(C)C)c1ccccc1 (stereo not given)	3%	-12%	1%	8%	19	nt	?	-24%	i
3	Cc1cc2cc(CN(Cc3cccs3)C(c3nnnn3C(C)(C)C)C(C)C)c3nnnn3c2cc1C (stereo not given)	-3%	8%	2%	3%	20	6%	2%	-3%	i
4	CCc1ccc(CN2CCCC(CNS(=O)(=O)c3ccc(OC)cc3)C2)cc1 (stereo not given)	0%	27%	-30%	-32%	-94*	-28%	12%[9.22 µM]	-77%[inhibitor]	i
5	Cc1ccc(C2=NC(C)(C)N=C2SCC(=O)Nc2ccc(Cl)cc2)cc1	-15%	-19%	?	?	-106*	-17%	?	17%	i
6	CC1(C)OC(=O)C2=C(C[C@@H](C3CCCC3)O[C@@H]2c2ccc(Cl)cc2)O1	3%	nt	9%	0%	30	-5%	nt	nt	i
7	CC(Cn1cncn1)C(=O)N1CCN(S(=O)(=O)c2ccccc2)CC1 (stereo not given)	6%	1%	1%	4%	49	-3%	-8%	0%	i
8	CC(=O)c1cc2ccc(O)cc2oc1=O	-1%	14%	8%	2%	-9	nt	21µM*	18µM*	nt

# (continued)
nr	Structure	KB-3-1 tox	HepG2 tox	HT1080 IDH1KD tx	HT1080-NT tox	IL1B secr inh	ATXN2 expr inh	MCF10A rerep	SW480 rereplic	S2 tox
9	O=C1NC(c2ccccc2)Oc2ccccc21 (stereo not given)	3%	18%	15%	7%	-21	6%	-3%	-4%	i
10	O=C(CCc1nnc(CCc2ccccc2)o1)N1CCCC1c1nccs1 (stereo not given)	2%	6%	0%	1%	-9	nt	-2%	5%	i
11	C=CCNc1sc(C(=O)c2ccc(C)cc2)c(N)c1C#N	-1%	-3%	-1%	2%	-25	-3%	?	3%	i
12	CC(=O)c1ccc(N(C(=O)Cn2nnc3ccccc32)C(C(=O)NCc2ccccc2)c2ccccn2)cc1 (stereo not given)	17%	2%	18%	12%	-6	8%	-8%	-2%	i
13	CC(C)C[C@H](NC(=O)N1CCn2c1nc1ccccc12)C(=O)N1CCCCC1	1%	-26%	6%	13%	-5	nt	-7%	5%	?
14	COc1ccc(OCCNC(=O)C2(C)CCN2Cc2ccc3ccccc3c2)cc1 (stereo not given)	?	-56%	?	?	-14	?	nt	nt	?
15	Cc1ccc(-c2csc3nc[nH]c(=S)c23)cc1C	?	-32%	21µM*	?	-16	-38%	?	?	i
16	Cc1ccc2c(c1)N(CC(=O)O)C(=O)CO2	4%	2%	-7%	10%	43	6%	0%	-3%	i

# Later entries.
nr	Structure	KB-3-1 tox	HepG2 tox	HT1080 IDH1KD tx	HT1080-NT tox	IL1B secr inh	ATXN2 expr inh	MCF10A rerep	SW480 rereplic	S2 tox
17	O=C(/C=C/c1ccccc1)N1CCN(Cc2nc3ccccc3c(=O)[nH]2)CC1	9%	-18%	2%	-4%	-19	3%	?	-8%	i
18	O=C(COC(=O)/C=C/c1ccc(F)cc1)Nc1ccc(Cl)cn1	-7%	-94%	-6%	-2%	-1	-16%	-4%	-9%	i
19	c1csc(-c2ccn[nH]2)c1	-12%	0%	16%	12%	19	nt	24%	-15%	i
20	COc1cccc(-c2cc(C(F)(F)F)nc(-n3cncn3)n2)c1	27%	-5%	11%	0%	-23	0%	18%	-7%	?
21	COC(=O)c1ccccc1NC(=O)Nc1ccc(C)cn1	0%	-1%	16%	0%	-3	23%	-3%	-6%	i
22	Cc1ccc(NC(=O)Cn2c(=O)n(Cc3ccco3)c(=O)c3ccc(C(=O)NC4CCCC4)cc32)c(C)c1	16%	-12%	nt	nt	nt	1%	nt	nt	?
23	CC(C)[C@H](NC(=O)c1c(F)cccc1F)C(=O)N1CCN(c2ccc(F)cc2)CC1	-2%	-12%	16%	23%	-10	6%	10%	8%	i
24	CCN1CCN(C(=O)c2cc3sccc3n2CC(=O)c2ccccc2)CC1	-15%	-20%	-1%	3%	-19	-3%	0%	-1%	i

# (further entries)
nr	Structure	KB-3-1 tox	HepG2 tox	HT1080 IDH1KD tx	HT1080-NT tox	IL1B secr inh	ATXN2 expr inh	MCF10A rerep	SW480 rereplic	S2 tox
25	Clc1ccc(-n2ncc3c(NCCN4CCOCC4)ncnc32)cc1	-3%	-25%	-29%	-22%	?	33%	?	2%	i
26	CN(C(=O)CCNC(=O)Cn1cnc2ccccc2c1=O)c1ccc(Br)cc1	1%	-26%	0%	2%	0	0%	-3%	-18%	i
27	O=C(Nc1ccc(OC(F)(F)F)cc1)c1n[nH]c(Cn2cncn2)n1	-3%	-1%	5%	11%	18	nt	1%	-9%	nt
28	COc1cccc(-c2nnc(N)o2)c1	-1%	6%	2%	-2%	?	nt	16%	6%	i
29	COc1ccc(C(=O)N2CCn3c2nc2ccccc23)cc1	5%	-1%	4%	12%	-13	17%	19%	-5%	i
30	Cc1ccc(C)c(S(=O)(=O)N2CCCCC2CCNC(=O)C(=O)NC2CCCC2)c1 (stereo not given)	0%	-30%	-22%	-1%	7	-13%	?	12%	i
31	O=C(CSc1ccc2ccccc2n1)Nc1ccc(N2CCOCC2)cc1	1%	-4%	-13%	0%	18	46%[activator]	?	2%	i
32	COCCCN1C(=O)C(CC(=O)NCCCN(C)C)CC(C(=O)N2CCOCC2)=C1C (stereo not given)	0%	0%	7%	?	31	4%	nt	nt	i

# Next results:
nr	Structure	KB-3-1 tox	HepG2 tox	HT1080 IDH1KD tx	HT1080-NT tox	IL1B secr inh	ATXN2 expr inh	MCF10A rerep	SW480 rereplic	S2 tox
33	Cc1ccccc1NC(=O)c1ccccc1NC(=O)CCC(=O)O	0%	9%	14%	15%	0	-9%	-2%	nt	i
34	CC1=Nc2ccccc2/C1=C/c1sc(=N)n(-c2nccs2)c1O	7.3µM*	-15%	?	-24%	13	?	?	11%[9.22 µM]	?
35	Cc1csc(=O)n1CCC(=O)OCC(=O)c1c(N)n(CC(C)C)c(=O)n(C)c1=O	-14%	-13%	-13%	-8%	17	-14%	-3%	0%	i
36	Cc1nc2c(sc(=S)n2Cc2ccco2)c(=O)n1CC(=O)Nc1ccccc1F	-1%	-2%	3%	1%	13	-20%	18%	-2%	?
37	Cc1oc(C(C)(C)C)cc1C(=O)Nc1cccc(/C=C\C(=O)O)c1	3%	3%	7%	-2%	18	13%	-4%	-4%	i
38	O=C(c1ccc(-c2ccc([N+](=O)[O-])cc2)o1)N1CCN(S(=O)(=O)c2cccs2)CC1	0%	-13%	-4%	-7%	-7	8%	1%	1%	?
39	Cc1ccc(CNC(=O)CCCc2ccccc2)cc1	19%	-15%	6%	6%	12	-6%	20%	-1%	i
40	CCC(=O)C1CCCN(C(=O)c2ccc3nc(-c4cccc(OC)c4)oc3c2)C1 (stereo not given)	-4%	-19%	-10%	-18%	-15	30%	?	8%	i

# Entries listed above marked active in IL1B secr inh:
nr	SMILES	IL1B secr inh	SW480 rereplic
4	CCc1ccc(CN2CCCC(CNS(=O)(=O)c3ccc(OC)cc3)C2)cc1 (stereo not given)	-94*	-77%[inhibitor]
5	Cc1ccc(C2=NC(C)(C)N=C2SCC(=O)Nc2ccc(Cl)cc2)cc1	-106*	17%

# Continuation.
nr	Structure	KB-3-1 tox	HepG2 tox	HT1080 IDH1KD tx	HT1080-NT tox	IL1B secr inh	ATXN2 expr inh	MCF10A rerep	SW480 rereplic	S2 tox
41	COc1ccccc1NC(=O)CSc1nnc(Cn2nnc(-c3ccccc3)n2)n1-c1ccccc1	-6%	-35%	-18%	-4%	9	-14%	4%	3%	i
42	c1ccc(CSc2nnnn2-c2ccc3c(c2)OCCO3)nc1	-8%	-10%	1%	9%	9	26%	-4%	13%	i
43	COCCNC(=O)COc1cccc2c1OC(C)(C)C2	?	-43%	-8%	-2%	2	nt	0%	-47%[inhibitor]	i
44	COC(=O)c1ccc(OC(=O)CS(=O)c2ccccc2[N+](=O)[O-])cc1 (stereo not given)	3%	-4%	-4%	-3%	-1	7%	9%	-22%	i
45	CN(c1ccccc1)S(=O)(=O)c1cccc(NC(=O)CN2C(=O)NC3(CCCC3)C2=O)c1	-4%	-17%	-7%	4%	-1	8%	4%	21%	i
46	Cc1ccccc1NC(=O)C(C)OC(=O)CCC(=O)N(CC(C)C)c1c(N)n(CC(C)C)c(=O)[nH]c1=O (stereo not given)	4%	0%	10%	16%	9	5%	-1%	-113%[inhibitor]	i
47	O=C(NC1CCCCC1)NC1CCN(S(=O)(=O)c2ccc3c(c2)OCCO3)CC1	-3%	-15%	6%	2%	-2	-1%	1%	4%	i
48	COc1ccc(C(=O)NC(Cn2ccnc2)C(C)(C)C)cc1OC1CCN(C(C)C)CC1 (stereo not given)	?	-20%	-9%	1%	11	6%	0%	-8%	i

# Some of the entries so far, in transposed form:
47) O=C(NC1CCCCC1)NC1CCN(S(=O)(=O)c2ccc3c(c2)OCCO3)CC1
8) CC(=O)c1cc2ccc(O)cc2oc1=O
23) CC(C)[C@H](NC(=O)c1c(F)cccc1F)C(=O)N1CCN(c2ccc(F)cc2)CC1
24) CCN1CCN(C(=O)c2cc3sccc3n2CC(=O)c2ccccc2)CC1

Screen / compound no.,47,8,23,24
KB-3-1 tox,-3%,-1%,-2%,-15%
HepG2 tox,-15%,14%,-12%,-20%
HT1080 IDH1KD tx,6%,8%,16%,-1%
HT1080-NT tox,2%,2%,23%,3%
IL1B secr inh,-2,-9,-10,-19
ATXN2 expr inh,-1%,nt,6%,-3%
MCF10A rerep,1%,21µM*,10%,0%
SW480 rereplic,4%,18µM*,8%,-1%
S2 tox,i,nt,i,i

# Bioassay records from PubChem BioAssay.
